KB-3-1 tox = qHTS assay for MDR1-selective chemotherapeutics: Primary screen using the parental adenocarcinoma cell KB-3-1; KB-3-1 viability, CellTiter-Glo ATP luminescence, 72 h; Potency, µM (top dose mostly 46.1 µM), inactives show at the highest dose activity change, negative = cytotoxic, most hits filed as cytotoxic; actives 1.4% (n = 400,000); AID 1347075, 2019; also: potency is read from the fitted curve at half-maximal effect; % is scaled to controls: 0 for no effect and ±100 for the full control effect; nearly all actives have a fitted effect of over 60% in size
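Using CellTiter-Glo luminescence, growth of non-resistant KB-3-1 adenocarcinoma cells is assessed 72 h after pin-tool compound addition at 37 °C. Normalized responses across the concentration series yield fitted curves.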
IL-1B inflam inh = qHTS for Inhibitors of Inflammasome Signaling: IL-1-beta AlphaLISA Primary Screen. THP-1 LPS/ATP IL-1B secretion, AlphaLISA, 16 h; stronger effect = lower value. activity change, % at 57.5 µM. actives 4.7% (n = 360,000). AID 743279, 2014; in the data active = activity change below about -50%; inconclusive = mostly about -30% to -49%; also: % is scaled to controls: 0 for no effect and ±100 for the full control effect
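Secreted IL-1B measured by AlphaLISA bead assay after 16 h compound exposure of THP-1 cells; compounds (final up to 57.5 uM) added 1 h before LPS (250 ng/mL) and ATP (1.25 mM) stimulation; lower signal means less secretion.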
SW480 rereplic = A quantitative high throughput screen for small molecules that induce DNA re-replication in SW480 colon adenocarcinoma cells | SW480 DNA re-replication, Hoechst DNA content imaging, 48 h | Potency, µM (titrated, usually from 46.1 µM), inactives show top-dose re-replication activation, usual class: activators | actives 1.8% (n = 340,000) | AID 624297, 2012; also: potency is read from the fitted curve at half-maximal effect; % of control where 0% means no effect; nearly all actives have a fitted effect of over 55% in size
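250 cells/well; 23 nL cpd via pin tool; 48 hr, 37 C, 5% CO2; Hoechst 40 min; imager read of total nuclear intensity, ex 405/em 500-530 nm.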
ATXN viability = Viability Counterscreen for Primary qHTS for Inhibitors of ATXN expression. S2 cells (HEK-293 line with an ATXN2-luciferase reporter) viability, CellTiter-Fluor protease fluorescence, 24 h. Potency, µM (titrated, usually from 56.7 µM), usual class: cytotoxic. actives 0.49% (n = 400,000). AID 651635, 2014; also: potency is read from the fitted curve at half-maximal effect; nearly all actives have a fitted effect of over 40% in size
HT1080 IDH1KD tx = qHTS for induction of synthetic lethality in tumor cells producing 2HG: qHTS for the HT-1080-IDH1KD cell line; HT-1080 IDH1 knockdown viability, ATP luminescence, 48 h; AID 686971, 2013; actives 2% (n = 360,000); Potency, µM (doses to about 46.1 µM), without a hit: top-dose activity, negative = toxicity, hits mostly cytotoxic;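 also: potency is read from the fitted curve at half-maximal effect; 0% = DMSO wells and -100% = cell-free medium wells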
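Assay cells: HT-1080 with IDH1 knockdown, 750 per well, RPMI/5% FBS. Exposure: 48 h at 37 °C following 2 h pre-incubation. Read: CellTiter-Glo luminescence; fitted concentration-response, curve class assigned.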
MCF10A rereplic = A quantitative high throughput screen for small molecules that induce DNA re-replication in MCF 10a normal breast cells; MCF 10A DNA re-replication, Hoechst nuclear intensity, 48 h; Potency, µM (doses to about 46.1 µM), without a hit: at the highest dose activity, positive = re-replication, usual class: activators; actives 2.9% (n = 350,000); also: potency is read from the fitted curve at half-maximal effect; % of control where 0% means no effect; nearly all actives have a fitted effect of over 50% in size
KB-V1 MDR tox = qHTS assay for MDR1-selective chemotherapeutics: Primary screen using the drug-selected MDR subline cells KB-V1. KB-V1 MDR cells viability, CellTiter-Glo, 72 h. AID 1347076, 2019. Potency, µM (doses to about 46.1 µM), without a hit: at the highest dose activity change, negative = cytotoxicity, hits mostly cytotoxic. actives 3.4% (n = 400,000); also: potency is read from the fitted curve at half-maximal effect; % is scaled to controls: 0 for no effect and ±100 for the full control effect; nearly all actives have a fitted effect of over 60% in size
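Cytotoxicity via CellTiter-Glo luminescence after 72 h compound exposure at 37 degrees C. Cells: drug-selected KB-V1 line, DMEM phenol-red free plus 10% FBS. Compounds tested at multiple concentrations; normalized data fitted to concentration-effect curves.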
HT1080-NT tox = qHTS for induction of synthetic lethality in tumor cells producing 2HG: qHTS for the HT-1080-NT fibrosarcoma cell line; HT-1080-NT fibrosarcoma viability, CellTiter-Glo ATP luminescence, 48 h; Potency, µM (top dose mostly 46.1 µM), for inactives: at the top dose activity, negative = less viability, hits mostly cytotoxic; actives 1.6% (n = 360,000);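 also: NT is the 2HG producing partner of a matched IDH1 knockdown line; potency is read from the fitted curve at half-maximal effect; 0% = DMSO-treated cells and -100% = media-only wells without cells; nearly all actives have a fitted effect of over 55% in size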
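Read-out is CellTiter-Glo luminescence after 10 minutes at room temperature, following 48 hours' compound treatment of HT-1080-NT cells (750 cells/well, RPMI, 5% FBS, 37 degrees C).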
ATXN2 expr inh = Primary qHTS for Inhibitors of ATXN expression; HEK-293 ATXN2-luciferase reporter, luminescence, 24 h; Potency, µM (top dose mostly 57 µM), without a hit: at the highest dose activity change, negative = inhibition, actives largely listed as inhibitors; actives 0.72% (n = 360,000); AID 1745845, 2022; also: potency is read from the fitted curve at half-maximal effect; % is scaled to controls: 0 for no effect and ±100 for the full control effect; nearly all actives have a fitted effect of over 55% in size
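qHTS (up to 57 uM final) was run with 24 h compound exposure of reporter cells at 37 °C. Each well was multiplexed: SteadyGlo luminescence measured ATXN2-luciferase expression after a fluorogenic Gly-Phe-AFC viability readout (25 uM final).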
* hit, by the source's call; i = inactive; ? = inconclusive; nt = not tested or not shown; & = joins results of further samples; [ ] = dose if it differs, or a comment. Unless noted, calls follow the shape of the dose curve; as a rule, active = well fitted curve in the direction sought with a large enough effect; inconclusive = small, poorly fitted or top-dose-only effect, or another doubt; inactive = no such curve, though single readings can be large; an effect the other way counts as inactive or inconclusive.

Order of values: KB-3-1 tox	IL-1B inflam inh	SW480 rereplic	ATXN viability	HT1080 IDH1KD tx	MCF10A rereplic	KB-V1 MDR tox	HT1080-NT tox	ATXN2 expr inh
1. Cc1cccc(Nc2nnc(SCC(=O)c3c(N)n(C4CC4)c(=O)[nH]c3=O)s2)c1
→ 2%	39	5%	i	-7%	-3%	-3%	-1%	nt
2. N#CCSc1ccsc1C(=O)Nc1ccc(F)cc1
→ -21%	22	-3%	i	2%	-7%	?	-15%	45%[activator]
3. O=C(CSc1ccc(S(=O)(=O)N2CCCCC2)cn1)Nc1ccccc1Br
→ -8%	23	-1%	i	-9%	?	?	-8%	3%
4. Cc1c(Cl)cccc1NCC(=O)Nc1ccc(Cl)cc1F
→ 1%	-25	nt	i	-16%	?	?	-17%	5%
5. CCn1c(SC(C)C)nnc1-c1c[nH]c2ccccc12
→ -7%	-28	0%	i	-2%	3%	28%	-2%	-16%
6. COc1cc(/C=C/C(=O)N[C@@H](Cc2c[nH]c3ccccc23)C(=O)O)ccc1O
→ 6%	8	3%	i	0%	4%	?	3%	1%
7. O=C1C=C(c2cccc3c2Oc2ccccc2S3)C[C@@H](c2ccc(Cl)cc2)C1
→ ?	-1	9%	i	6%	-14%	0%	4%	4%
8. CCN(CCCNC(=O)c1c(C)oc2ncn(CC(C)C)c(=O)c12)Cc1ccccc1
→ 2%	nt	nt	i	nt	nt	3%	nt	2%
9. CC(C)c1ccc(CNc2nc(NCC3CC3)nc3ccsc23)cc1
→ ?	-30	nt	nt	18µM*	nt	?	23µM*	?
10. CC(C)c1ccccc1NC(=S)NN(Cc1ccccc1)c1ccccc1
→ ?	?	2%	i	-15%	30%	-32%	-29%	-19%
11. CC(=O)NS(=O)(=O)c1ccc(NC(=O)C(Sc2ccccc2)c2ccccc2)cc1 (stereo not drawn)
→ 8%	37	-3%	i	5%	5%	?	10%	-16%
12. COc1ccc(C(C)(O)c2nc(/C=C/c3ccccc3)cs2)cc1 (stereo not drawn)
→ 0%	9	nt	i	?	nt	1%	-61%	6%
13. CC(C)(C)c1ccc(NC(=O)c2cc[n+]([O-])cc2)cc1
→ -18%	11	-18%	i	-26%	0%	7%	-14%	6%
14. Cc1cc(C(=O)OCC(=O)NCc2ccco2)c(C)n1-c1ccc(F)cc1
→ ?	21	3.7µM*	i	?	2.1µM*	1.3µM*	?	0%
15. Cc1ccccc1C(=O)NC(=S)Nc1ccccc1[N+](=O)[O-]
→ -2%	?	-23%	i	-4%	-11%	?	1%	34%
16. O=C(CCC1CCCC1)N1CCC(N2CCCCCC2)CC1
→ -4%	9	4%	i	1%	?	?	12%	-6%
17. CCOc1cc(S(=O)(=O)N2CCOCC2)ccc1F
→ -6%	9	-5%	i	4%	0%	4%	0%	-13%
18. Cc1cc(C(=O)COc2cc(F)ccc2[N+](=O)[O-])c(C)n1C1CC1
→ 6%	-14	?	i	-7%	?	-2%	-26%	18%
19. CC1(C(=O)NS(=O)(=O)c2cccc(C#N)c2)CCN1C(=O)CCC1CCCC1 (stereo not drawn)
→ 0%	27	nt	i	10%	nt	3%	19%	3%
20. COc1ncnc2c1ncn2CCCNCc1ccccn1
→ 23%	33	nt	i	15%	nt	-9%	-1%	0%
21. CCOc1cc(CNCc2cccnc2)cc(Br)c1OCC(N)=O
→ ?	23	-6%	i	6%	1%	-22%	-3%	-16%
22. CCCCN(C(=O)NC(=O)Nc1c(C)cc(C)cc1C)S(C)(=O)=O
→ 22%	-14	?	i	4%	?	4%	10%	7%
23. Cn1c(=O)oc2cc(S(=O)(=O)N3CCCC(C(=O)N4CCc5ccccc5C4)C3)ccc21 (stereo not drawn)
→ -12%	-6	6%	i	-2%	10%	-15%	-10%	-19%
24. N/C(=N\N=C\c1ccco1)SC1CC(=O)N(c2ccccc2)C1=O (stereo not drawn)
→ 4%	6	6%	i	-2%	1%	-2%	-5%	-10%
25. COc1cc(O)c2c(c1)OC(C)(C)CC2=O
→ -6%	-8	-9%	i	8%	0%	5%	-1%	-30%
26. Cn1c(N)c(C(=O)COC(=O)CSc2ccc3ccccc3c2)c(=O)n(C)c1=O
→ 18%	16	-5%	i	-1%	5%	0%	7%	4%
27. CN(C)CCNC(=O)c1cc2c(=O)n(C)c3ccccc3c2n1C
→ -14%	-20	-3%	?	4%	24%	7%	-9%	-18%
28. Nc1ccc2c(c1)Cc1c(F)cccc1-2
→ -4%	16	1%	i	-14%	-5%	-12%	-13%	68%[activator]
29. O=C(CSCc1ccc([N+](=O)[O-])cc1)NC1CC1
→ 26%	-2	-4%	i	18%	6%	0%	9%	0%
30. COc1ccccc1N1CCN(CC(O)COc2ccc3c(c2)CCC3)CC1 (stereo not drawn)
→ -12%	-64*	?	i	?	?	?	-27%	-14%

Copied from the list.
N/C(=N\N=C\c1ccco1)SC1CC(=O)N(c2ccccc2)C1=O (stereo not drawn) in KB-3-1 tox shows 4%
CCOc1cc(CNCc2cccnc2)cc(Br)c1OCC(N)=O in SW480 rereplic shows -6%
O=C(CSCc1ccc([N+](=O)[O-])cc1)NC1CC1 in HT1080-NT tox shows 9%
CCCCN(C(=O)NC(=O)Nc1c(C)cc(C)cc1C)S(C)(=O)=O in ATXN2 expr inh shows 7%

(listing goes on)
#31 Cc1cc(C)nc(Nc2n[nH]c(COc3ccc(Cl)cc3)n2)n1
#32 O=C(Nc1ccc(Oc2ccccc2)cc1)c1csc([C@H]2C[C@H](O)[C@@H](CO)O2)n1
#33 Cc1ccc(C)c(C(=O)COC(=O)CNS(=O)(=O)c2ccccc2)c1
#34 COc1cccc(C2CC(=O)N(c3ccc(F)cc3)C3=C2C(=O)OC3)c1OC (stereo not drawn)
#35 CC(=O)C1=C(O)C(=O)N(c2ccc(C)cc2)C1c1ccc([N+](=O)[O-])cc1 (stereo not drawn)
#36 COn1c(-c2ccccc2)c(C=O)c2ccccc21
#37 C=CCn1c(C)cc(C(=O)CSc2nc3ccccc3o2)c1C
#38 Cc1ccc(F)c(C2=CC(=O)C[C@H](c3ccc(F)cc3)C2)c1

| screen / no. | 31 | 32 | 33 | 34 | 35 | 36 | 37 | 38 |
| --- | --- | --- | --- | --- | --- | --- | --- | --- |
| KB-3-1 tox | ? | -12% | 3% | 1% | 1% | 2% | ? | -7% |
| IL-1B inflam inh | -11 | 46 | -20 | nt | 6 | 0 | -80* | -22 |
| SW480 rereplic | -1% | nt | 4% | nt | -9% | -1% | ? | ? |
| ATXN viability | ? | i | ? | i | ? | i | i | i |
| HT1080 IDH1KD tx | 9% | ? | 0% | nt | 6% | -9% | -6% | -6% |
| MCF10A rereplic | ? | nt | 15% | nt | 1% | ? | 23µM* | -24% |
| KB-V1 MDR tox | ? | 0% | ? | -11% | -8% | -7% | 15µM* | -1% |
| HT1080-NT tox | 10% | ? | 12% | nt | 16% | -28% | -3% | -1% |
| ATXN2 expr inh | -18% | ? | 5% | -9% | nt | -6% | 29% | -8% |

#39 CCCCN(C)c1c(C)nc2ccc(C(=O)N(C)Cc3ccco3)cn12
#40 CC(=O)Nc1cc(NC(C)=O)cc(C(=O)OCC(=O)N2CC(C)OC(C)C2)c1 (stereo not drawn)
#41 COc1ccc(Cl)cc1NC(=O)Nc1ccc(Br)cn1
#42 Cc1cc(C)cc(NC(=O)C2CCCN2S(=O)(=O)c2ccc3c(c2)C(C)(C)C(=O)N3C)c1 (stereo not drawn)
#43 Cc1ccc(S(=O)(=O)N(C)Cc2ccc(-c3nnc4n3CCC4)cc2)cc1
#44 COc1ccc(C(=O)NNC(=O)c2cc3cccc(OC)c3oc2=O)cc1
#45 Oc1ccccc1C=NN=Cc1ccccc1Cl
#46 O=C(Nc1cc(C(F)(F)F)ccc1Cl)C(Sc1ccccn1)c1ccccc1 (stereo not drawn)

| screen / no. | 39 | 40 | 41 | 42 | 43 | 44 | 45 | 46 |
| --- | --- | --- | --- | --- | --- | --- | --- | --- |
| KB-3-1 tox | -25% | 22% | -3% | 1%&-2% | 0% | -1% | 2% | 1% |
| IL-1B inflam inh | -3 | 0 | 30 | 12 | -8 | -11 | 18 | 0 |
| SW480 rereplic | nt | -1% | ? | 0% | 4% | -4% | 1% | 1% |
| ATXN viability | i | i | i | i | i | i | i | i |
| HT1080 IDH1KD tx | -8% | 13% | 18µM* | 1% | 0% | 25% | -3% | -16% |
| MCF10A rereplic | nt | 2% | 1% | 0% | -4% | -1% | 0% | 8% |
| KB-V1 MDR tox | ? | 0% | 20% | 4%&-8% | -14% | 7% | ? | -17% |
| HT1080-NT tox | -1% | 21% | ? | 7% | -2% | ? | 1% | -27% |
| ATXN2 expr inh | -18% | 22% | -7% | 7% | -6% | -35% | 40%[activator] | nt |

Some entries already given, showing only ATXN viability, MCF10A rereplic and ATXN2 expr inh:
| nr | SMILES | ATXN viability | MCF10A rereplic | ATXN2 expr inh |
| --- | --- | --- | --- | --- |
| 39 | CCCCN(C)c1c(C)nc2ccc(C(=O)N(C)Cc3ccco3)cn12 | i | nt | -18% |
| 40 | CC(=O)Nc1cc(NC(C)=O)cc(C(=O)OCC(=O)N2CC(C)OC(C)C2)c1 (stereo not drawn) | i | 2% | 22% |

Bioassay records deposited in PubChem BioAssay by National Center for Advancing Translational Sciences (NCATS).
